# Pf growth 48h: inhibits P. falciparum growth in the first generation, 48 h; AID 504832; Potency, µM (highest dose often 28.7 µM), for the others: at the highest dose activity change, negative = inhibition, actives largely listed as inhibitors; 5.9% of 310,000 active; P. falciparum luciferase growth in erythrocytes, 48 h; also: potency is read from the fitted curve at half-maximal effect; % is scaled to controls: 0 for no effect and ±100 for the full control effect
#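 Read-out is firefly luciferase luminescence from an integrated reporter in P. falciparum, so falling signal marks reduced parasite growth. Infected erythrocytes were at 2% hematocrit and 0.1% parasitemia (final) in Albumax-supplemented RPMI 1640.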
# Shiga inhibitor: inhibitors of Shiga toxin in Vero cells; Vero cells, Shiga toxin protein synthesis inhibition reporter; inhibition, % at 38.7 µM; 9.2% of 290,000 active; in the data active = inhibition mostly above about 28%, no sharp cut-off; inactive = mostly below about 43%; also: 0% is about no effect
# CHX counter: counter-screen for Shiga toxin inhibitors: cycloheximide protein synthesis inhibition; cell reporter, cycloheximide protein synthesis inhibition counterscreen; max response, %; 12% of 300,000 active; in the data active = max response mostly above about 13%, no sharp cut-off; inactive = mostly below about 14%; also: read at 38.3 µM for the half of the compounds with a filed dose; 0% is about no effect
# LmPK inh: blocks Leishmania mexicana pyruvate kinase activity | Q27686 | purified LmPK, Kinase-Glo ATP luminescence, 1 h | Potency, µM (series often up to 57.5 µM), without a hit: top-dose activity change, negative = inhibition, usual class: inhibitors | 0.37% of 290,000 active | AID 1721; also: potency is read from the fitted curve at half-maximal effect; % is scaled to controls: 0 for no effect and ±100 for the full control effect
# Target sequence (Q27686 whole entry, looked up): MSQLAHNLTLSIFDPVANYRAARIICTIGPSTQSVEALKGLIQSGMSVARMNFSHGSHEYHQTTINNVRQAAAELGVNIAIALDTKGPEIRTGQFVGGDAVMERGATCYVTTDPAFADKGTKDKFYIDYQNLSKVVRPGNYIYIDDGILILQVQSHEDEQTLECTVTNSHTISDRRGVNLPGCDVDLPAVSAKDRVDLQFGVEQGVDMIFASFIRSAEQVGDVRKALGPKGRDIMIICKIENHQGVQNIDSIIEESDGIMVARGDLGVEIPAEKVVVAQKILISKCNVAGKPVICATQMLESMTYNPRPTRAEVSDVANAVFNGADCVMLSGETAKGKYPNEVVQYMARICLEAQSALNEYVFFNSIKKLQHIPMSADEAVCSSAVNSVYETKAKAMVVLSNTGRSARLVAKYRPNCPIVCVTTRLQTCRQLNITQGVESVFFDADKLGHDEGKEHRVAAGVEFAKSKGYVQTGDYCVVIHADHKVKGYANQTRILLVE
#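 Kinase-Glo luminescence read after 1 h RT reaction of 0.1 nM LmPK with 0.5 mM PEP and 0.1 mM ADP. Activity scaled between uninhibited and enzyme-free controls.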
# AmpC no deterg: blocks E. coli AmpC beta-lactamase in detergent-free assay. AmpC nitrocefin hydrolysis, absorbance 480 nm, 0.0001% Triton. Potency, µM (series often up to 57.1 µM), for inactives: at the top dose activity change, negative = inhibition, usual class: inhibitors. 0.52% of 330,000 active. AID 485341;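 also: potency is read from the fitted curve at half-maximal effect; plate controls were no compound for no effect and no enzyme for full effect; nearly all actives have a fitted effect of over 20% in size; some results filed as inactive show a strong effect at the top dose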
# Target sequence (P00811 whole entry, looked up): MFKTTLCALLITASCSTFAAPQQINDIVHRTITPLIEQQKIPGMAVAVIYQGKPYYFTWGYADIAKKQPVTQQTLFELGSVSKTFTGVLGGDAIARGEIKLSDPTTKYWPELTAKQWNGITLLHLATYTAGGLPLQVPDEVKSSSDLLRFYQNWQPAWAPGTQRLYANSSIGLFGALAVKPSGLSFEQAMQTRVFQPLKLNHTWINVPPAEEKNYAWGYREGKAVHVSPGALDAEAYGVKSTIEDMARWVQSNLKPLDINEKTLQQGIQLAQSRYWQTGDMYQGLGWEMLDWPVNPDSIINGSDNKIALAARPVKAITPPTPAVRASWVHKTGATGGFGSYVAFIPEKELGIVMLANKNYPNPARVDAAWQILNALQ
#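 20 mM phosphate pH 7.0 + 0.01% (detergent screen) or 0.0001% Triton X-100; 5.3 nM AmpC reagent; cpd preinc 15 min RT; nitrocefin (800 uM stock) to start; A480 q20 s × 4 min; Activity was normalised to no-enzyme and no-compound control wells.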
# Tb PYK inh: T. brucei pyruvate kinase inhibition; Q57TT1; Potency, µM (top dose mostly 76.8 µM), without a hit: at the top dose activity, negative = inhibition, hits mostly inhibitors; 0.12% of 410,000 active; TbPYK enzyme, Kinase-Glo Plus ATP luminescence, 45 min; also: potency is read from the fitted curve at half-maximal effect; % is scaled to controls: 0 for no effect and ±100 for the full control effect; nearly all actives have a fitted effect of over 50% in size
#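 Activity of T. brucei pyruvate kinase was followed by Kinase-Glo Plus luminescence after the enzyme reacted 45 min at room temperature with 130 uM ADP (final) and substrate. Test compounds were added before ADP at multiple concentrations.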
# Pf growth 96h: P. falciparum growth inhibition at 96 hours | 6.9% of 320,000 active | Potency, µM (titrated, usually from 28.7 µM), for inactives: at the highest dose activity change, negative = inhibition, actives largely listed as inhibitors | P. falciparum luciferase reporter growth, 96 h; also: potency is read from the fitted curve at half-maximal effect; % is scaled to controls: 0 for no effect and ±100 for the full control effect
#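 Parasite growth measured via integrated firefly luciferase reporter in P. falciparum. Infected erythrocytes at 2% hematocrit, 0.05% parasitemia final were treated 96 hours at 37 C under 5% CO2, and luminescence was read.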
# The depositor's hits bear a star; i = inactive; u = inconclusive; x = not tested or not shown; & = joins results of further samples; [ ] = remark or other dose. Unless noted, calls follow the shape of the dose curve; as a rule, active = well fitted curve in the direction sought with a large enough effect; inconclusive = small, poorly fitted or top-dose-only effect, or another doubt; inactive = no such curve, though single readings can be large; an effect the other way counts as inactive or inconclusive.
SMILES,Pf growth 48h,Shiga inhibitor,CHX counter,LmPK inh,AmpC no deterg,Tb PYK inh,Pf growth 96h
COC(=O)c1c(NC(=S)Nc2cc(OC)c(Cl)cc2OC)sc2c1CCCCC2,30%,10,2,2%,-24%,1%,-27%
O=C(Nc1cccc(-c2cn3ccccc3n2)c1)c1ccccc1,u,57*,34*,-4%,-42%,3%,53%[activator]
CCCCn1c(=O)c(C(=O)Nc2ccc(C)cn2)c(O)c2ccccc21,17%,x,-1,5%,-9%,-1%,95%[activator]
O=C(N/N=C/c1ccsc1)c1ccc2c(c1)OCO2,168%[activator],x,x,x,-21%,3%,75%[activator]
Cc1ccc(NC(=O)C2CCN(S(=O)(=O)c3cccc4nonc34)CC2)nc1,-29%,-20,-8,-2%,-15%,0%,u
Nc1nc(SCc2ccc(Cl)cc2)[nH]c(=O)c1-c1ccccc1,u,13,-2,3%,-21%,0%,u
O=C1C(Nc2cccc(O)c2)=C(N2CCCCC2)C(=O)c2ccccc21,u,51*,35*,-3%,-50%,-23%,0.41µM*
O=C(NCCN1C(=O)S/C(=C\c2ccccc2)C1=O)c1cc(S(=O)(=O)N2CCOCC2)c(Cl)cc1Cl,u,-6,-1,4%,63%[activator],-9%,u
CCOc1ccc2[nH]c(=O)c(CN(Cc3cccnc3)C(=O)Nc3ccccc3OC)cc2c1,u,-8,1,0%,-17%,-7%,u
CC(C)(C)CC(=O)Nc1cc(S(=O)(=O)N2CCOCC2)ccc1N1CCCC1,-11%,2,1,-2%,32%,2%,1%
CCc1ccc(C(=O)COC(=O)c2ccco2)cc1,16%,56*,42*,-9%,-5%,1%,-17%
O=C(c1cc(F)ccc1F)C1CCCN(Cc2cc(Cl)ccc2O)C1 (stereo not drawn),4.1µM*,x,-1,10%,-35%,-1%,u
C=C(C)CNC(=S)NN=C1c2ccccc2-c2ccccc21,2%,-12,9,10%,-40%,-1%,u
CC(=O)c1cc(F)c(N2CCN(C(=O)c3ccco3)CC2)cc1C,0%,0,31*,1%,7%,-6%,x
O=C(NCc1ccncc1)C(=O)NCC(c1ccco1)N1CCN(c2ccc(F)cc2)CC1 (stereo not drawn),25%,15,3,-2%,46%,1%,u
CC(=O)c1cccc(NC(=S)NNC(=O)c2ccco2)c1,17%,33,21*,2%,-22%,-4%,u
C=CCn1c(C(O)c2ccccc2)nc2ccccc21 (stereo not drawn),31%[activator],x,16*,-2%,33%,2%,-23%
CCOC(=O)CC(=O)CSc1ncnc2c1cnn2-c1ccccc1,4%,81*,58*,-1%,-9%,-5%,4%
CC(C)(C)C(=O)N1CCN(c2ccc([N+](=O)[O-])c(NCC3CCCO3)c2)CC1 (stereo not drawn),u,-3,0,-1%,26%,5%,u
COc1ccc(S(=O)(=O)N2CCCCC2)cc1NC(=O)c1ccc(Cl)nc1,15µM*,x,x,x,-16%,5%,u
CCOCc1cnc(C)nc1NCC(=O)c1c(C)[nH]c2ccc(OC)cc12,x,8,-3,8%,-6%,-5%,0.41µM*
CC1=NCCN1S(=O)(=O)c1cc(Cl)ccc1Cl,21%,-15,0,-1%,-14%,-1%,x
CN1CCN(c2nc3ccccn3c(=O)c2/C=C(\C#N)S(=O)(=O)c2ccc(Cl)cc2)CC1,4%,-12,6,3%,94%[activator],3%,-2%
Cc1ccc(C(=O)NCC(=O)NCC(=O)OCC(=O)c2ccc(Br)cc2)cc1,-13%,5,-2,-3%,-22%,4%,59%[activator]
CC(=O)N1CCN(c2ccc(Oc3ncnc4sccc34)cc2)CC1,x,-21,-4,1%,27%,-4%,u
# New compounds follow.
SMILES,Pf growth 48h,Shiga inhibitor,CHX counter,LmPK inh,AmpC no deterg,Tb PYK inh,Pf growth 96h
COc1cc(/C=N/NC(=O)c2ccncc2)ccc1OC(=O)c1ccco1,28%,-12,12,-4%,-4%,-1%,u
CC1CN(Cc2cc(=O)[nH]c(C(C)C)n2)CC(C)O1 (stereo not drawn),6%,13,-4,-2%,1%,0%,1%
Cc1ccc(OCCCCNC2CCCC(C)C2C)c(C)c1 (stereo not drawn),u,-4,-3,-1%,27%,-10%,u
O=C(/C=C/c1ccccc1[N+](=O)[O-])NCCc1ccc(F)cc1,-6%[5.75 µM],69,24*,2%,-28%,-6%,37%[activator]
CC(=O)c1ccc(S(=O)(=O)Nc2c(C)nn(C)c2C)cc1,-12%,x,x,x,-15%,-6%,5%
Cc1coc2cc3oc(=O)c(CCC(=O)NCCCN4CCOCC4)c(C)c3cc12,2%,4,-1,-5%,-15%,8%,-10%
CCC1CCCCN1CCCNC(=O)CSc1nc2nc(C)c(Cc3ccc(C)cc3)c(C)n2n1 (stereo not drawn),u,-11,-5,0%,51%,-5%,30%[activator]
CCn1cc(/C=C(\NC(=O)c2ccccc2F)C(=O)NCCCn2ccnc2)c2ccccc21,-17%,-12,6,-4%,86%[activator],2%,u
O=C(O)CC(CC(=O)Nc1ccc(F)c(Cl)c1)c1ccc(Cl)cc1Cl (stereo not drawn),21%,-4,0,8%,-25%,5%,12%
CCOCCCNC(=O)CN1C(=O)c2cccc3cccc1c23,18%,-20,3,-2%,-8%,0%,u
O=C(NC(=S)Nc1cccc2c(O)cccc12)c1cccc(Br)c1,u,18,-2,-3%,-41%,-9%,u
Cc1ccc(-c2cc(C(F)(F)F)n3nc(C(=O)N4CCN5CCCC5C4)cc3n2)cc1 (stereo not drawn),u,-7,-3,0%,151%[activator],-7%,10%
CC(C)c1cc(C(=O)N/N=C/c2cccnc2)n[nH]1,19%,27,17*,-2%,-21%,2%,33%[activator]
COc1cc2cc(NC(C)=O)cc(NCc3ccccc3)c2cc1OC,u,-1,0,4%,-14%,-2%,1%
CSc1ccccc1C(=O)N1CCC(n2nccc2NC(=O)C(C)(C)C)CC1,u,-4,-1,-2%,-17%,-3%,8%
Cc1nn(-c2ccccc2)c(N)c1Sc1ccccc1[N+](=O)[O-],-15%,-10,-5,0%,-26%,-9%,u
COc1ccc(S(=O)(=O)N2CCOC2CNC(=O)C(=O)NCC(C)C)cc1 (stereo not drawn),-7%,11,-4,-4%,-4%,4%,14%
O=S(=O)(Nc1ccc2cn[nH]c2c1)c1ccccc1,-20%,24,5,9%,-27%,-1%,-25%
CN(C)c1cccc(C(=O)NCc2ccccc2)c1,i,59,34,3%,-21%,-1%,5%
CCOc1ccc(-c2c[n+]3c(n2-c2ccccc2)CCCCC3)cc1,1.2µM*,31,10,2%,6%,5%,0.93µM*
O=[N+]([O-])c1ccc(Sc2n[nH]c(-c3ccco3)n2)nc1,18%,11,-1,-1%,-20%,-12%,219%[activator]
Cc1ccccc1-c1nc(CS(=O)CC(=O)NCCN2CCOCC2)c(C)o1 (stereo not drawn),x,-12,1,7%,4%,1%,351%[activator]
CCC1=C(OC(=O)N(CC)CC)N2C(=O)OC(=NCC(=O)OC)[C@]2(C)[C@H]2C1=CC[C@H]1C(=O)N(C)C(=O)[C@H]12,31%[activator],-8,-6,-5%,75%[activator],4%,54%[activator]
CN(Cc1ccc(C(C)(C)C)cc1)C(=O)C1CSC2(C)CCC(=O)N12 (stereo not drawn),u,x,x,x,190%[activator],0%,u
N#Cc1ccccc1OCC(=O)Nc1ccc2c(c1)OCCCO2,42%[activator],77*,50*,-3%,-1%,-2%,0%
# Additional structures follow:
SMILES,Pf growth 48h,Shiga inhibitor,CHX counter,LmPK inh,AmpC no deterg,Tb PYK inh,Pf growth 96h
Cc1ccn2c(CN3CCOCC3)c(-c3ccccc3)nc2c1,103%[activator],48*,28*,-4%,u,0%,115%[activator]
C=CCN1C(=O)NC(=O)/C(=C/c2ccc(N(C)C)c(Br)c2)C1=O,6%,-12,-2,-2%,-24%,-29%,7%[5.75 µM]
O=C1c2ccccc2C(Nc2ccc(F)c(Cl)c2)N1Cc1ccco1 (stereo not drawn),u,-12,0,2%,-16%,-19%,-28%
COCCNc1nnc(SCC(=O)NC(=O)c2ccccc2OC)s1,16%,-17,9,-10%,-6%,-7%,36%[activator]
COCCNC(=O)CCc1c(C)nc2c(-c3ccc(F)cc3)c(C)nn2c1C,x,-13,-3,4%,33%,3%&0%,13µM*
COC(=O)CCC(=O)c1oc2ccccc2c1N,85%[activator],89*,42*,-1%,-7%,-9%,u
O=C(c1ccco1)N1CCCN(Cc2nc(-c3ccc4c(c3)OCO4)no2)CC1,-6%,17,7,3%,40%,-11%,u
O=c1o[nH]c(-c2ccccc2)c1N=Nc1c(F)cccc1Cl,37%[activator],-3,6,0%,-41%,0%,43%[activator]
COc1ccc(CCN(Cc2ccccn2)C(=S)Nc2ccccc2C)cc1OC,u,1,0,4%,78%,1%,4%
O=C(CN(C(=O)CSc1nnc(COc2ccccc2)o1)c1ccc(F)cc1)NC1CCCC1,9%,-8,0,6%,19%,-1%,7%
CCOc1ccc(N(CC(=O)NCCc2ccc(Cl)cc2)S(=O)(=O)c2c(C)[nH]c(=O)[nH]c2=O)cc1,-18%,-2,-2,-1%,-37%,2%,u
Cc1ccc(C(=O)c2cc3ccccc3o2)cc1,272%[activator],93*,55*,-6%,-24%,-9%,i
CC(=O)c1cccc(NC(=O)C2C3C=CC(C3)C2C(=O)O)c1 (stereo not drawn),19%,11,2,-3%,-4%,32%[activator],23%
Cc1ccc2oc(=O)cc(CN3CCOCC3)c2c1,-3%,-5,-3,-2%,-18%,-1%,7.4µM*
CN1CCN(c2ccccc2NC(=O)c2sc3ccccc3c2Cl)CC1,u,26,-4,1%,-5%,0%,82%[activator]
CCN1C(=O)C(CC(=O)Nc2ccc(OC)cc2)N(CCc2ccc(F)cc2)C1=S (stereo not drawn),u,-13,1,-2%,1%,12%,28%
COc1ccc(S(=O)(=O)Nc2cccc(-c3ccc4nncn4n3)c2)c(OC)c1,u,x,x,x,31%,-26%,u
CCN(CC)CCCNC(=S)N1CCC(c2nc3ccccc3[nH]2)CC1,u,x,-1,-6%,-1%,-2%,u
O=C(NC1CCCc2c1cnn2-c1ccc(F)cc1F)c1csnn1 (stereo not drawn),-11%,9,8,3%,-3%,-14%,15%
Cc1ccc(C)c(N2CCN(C(=O)CCn3c(=S)[nH]c4cc5c(cc4c3=O)OCO5)CC2)c1,-29%,-21,-3,4%,-28%,x,u
O=C(CSc1cc(Cl)ccc1Cl)NC1CCCc2ccccc21 (stereo not drawn),1%,-7,-4,6%,-24%,1%,u

# Screens deposited in PubChem BioAssay by National Center for Advancing Translational Sciences (NCATS).
